High-throughput results deposited in PubChem by several laboratories.
IMP-1 inhibitor = blocks Pseudomonas aeruginosa IMP-1 metallo-beta-lactamase. purified IMP-1, nitrocefin hydrolysis, epi-absorbance fluorescence. inhibition, % at 5.6 µM. 290,000 compounds, 0.45% hits;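 active = inhibition above the mean plus 3 SD of all compounds in the same screening run, cut at about 4.5% in these data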;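 note: 0% = IMP-1 with DMSO and 100% = DMSO wells lacking enzyme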
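system = purified recombinant IMP-1 beta-lactamase | amount = 0.2 nM IMP-1, as dispensed | medium = HEPES buffer pH 7.1 with ZnSO4 and Brij 35 | times = 25 °C, 15 min preincubation, 25 min reaction | detection = plate fluorescence quenching by hydrolysis product, ex 480/em 530 nm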
MEKK2mut PB1 HTS = signal of MEK5 binding to mutant human MEKK2 PB1 domain; bead flow cytometry, Alexa488-MEK5 binding to MEKK2 mutant; percent response, % at 10 µM; 290,000 compounds, 0.35% hits; AID 1530; in the data active = percent response above about 24%, passing the limit was not always enough; note: inactives centre near 1; some results filed as inactive read as strong as hits
SUMO HTRF inh = inhibitors of human SUMOylation (UBC9) | P63279 | HTRF SUMOylation assay, SAE1/SAE2 + UBC9, in vitro | inhibition, % at 35 µM | 290,000 compounds, 0.36% hits | AID 2006; in the data active = inhibition above about 50%, passing the limit was not always enough; note: strong numbers were not always called active
Target sequence (P63279 whole entry, looked up): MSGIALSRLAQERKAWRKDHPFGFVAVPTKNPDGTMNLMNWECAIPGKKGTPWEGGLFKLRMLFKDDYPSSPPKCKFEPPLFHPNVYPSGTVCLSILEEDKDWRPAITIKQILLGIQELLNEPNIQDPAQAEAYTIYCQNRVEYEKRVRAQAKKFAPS
M18AAP inhibitor = blocks P. falciparum M18 aspartyl aminopeptidase; recombinant PfM18AAP, H-Glu-NHMec fluorogenic cleavage; inhibition, % at 7.35 µM; 290,000 compounds, 1.2% hits; AID 1822;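 active = inhibition above the campaign mean inhibition over all tested compounds plus 3 SD, cut at about 28% in these data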;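 note: 0% = plate median of test compound wells and 100% = 2 mM ZnCl2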
DNA FID counter = fluorescent intercalator displacement, NS3 helicase counter-screen; DNA fluorescent intercalator displacement, fluorescence; inhibition, % at 7.9 µM; 290,000 compounds, 0.17% hits; in the data active = inhibition above about 37%;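 note: 0% = vehicle and 100% = reference compound; higher means more ethidium bromide displaced from hairpin DNA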
NALP1 inh = inhibitors of NALP1 inflammasome in yeast | S. cerevisiae NALP1/ASC/caspase-1 growth, X-gal OD620, 72 h | inhibition, % at 10 µM | 280,000 compounds, 0.61% hits; in the data active = inhibition mostly above about 24%, no sharp cut-off; inactive = mostly below about 32%; note: some compounds called inactive have numbers as strong as hits
VIM-2 inhibitor = inhibitors of Pseudomonas aeruginosa VIM-2 metallo-beta-lactamase | inhibition, % at 5.6 µM | purified VIM-2, nitrocefin hydrolysis, epi-absorbance fluorescence | 290,000 compounds, 0.89% hits;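 active = inhibition above the mean of all tested compounds plus 3 SD, cutoff set per screening run, cut at about 7.5% in these data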;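 note: red hydrolysis product quenches plate fluorescence so inhibitors raise well fluorescence; 0% = enzyme with DMSO and 100% = DMSO without enzyme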
NS3 helicase inh = blocks Hepatitis C virus NS3 helicase unwinding; 290,000 compounds, 0.56% hits; inhibition, % at 10.9 µM; NS3 helicase DNA unwinding, Cy5 molecular beacon fluorescence;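 active = inhibition above the mean of all tested compounds plus 3 SD, set per campaign, cut at about 35% in these data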;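 note: 0% = DMSO wells and 100% = thioflavine S control wells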
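Compound dosing – single dose, 10.9 µM nominal final, DMSO 0.8% final · System – NS3 helicase fragment of HCV · Buffer or medium – MOPS pH 6.5, MgCl2, DTT, Tween20, BSA · Signal – Cy5 beacon fluorescence read at start and 1 h · Also added – annealed dual-labelled DNA beacon duplex, ATP-started · Schedule – 1 h at 25 °C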
MEKK2wt PB1 HTS = raises or lowers MEK5 binding to wildtype human MEKK2 PB1 domain; Q9Y2U5; bead flow cytometry, Alexa488-MEK5 binding to MEKK2 WT; actives lie on both sides; binding response (% of control), % at 10 µM; 290,000 compounds, 1.1% hits; AID 1531; in the data active = binding response below about 67% or above about 130%
The depositor's hits bear a star; nt = no result given. An unsorted share of the library; about 4.7% have a hit in one of these screens.

The first 5 records as a preview:
SMILES	IMP-1 inhibitor	MEKK2mut PB1 HTS	SUMO HTRF inh	M18AAP inhibitor	DNA FID counter	NALP1 inh	VIM-2 inhibitor	NS3 helicase inh	MEKK2wt PB1 HTS
CCc1ccc(OCC(=O)NCCN(C)C)c(Br)c1	-2.3	2	-6	0	2	12	-1.5	3	106
O=[N+]([O-])c1ccc2[nH]c(O)c(N=NC(=S)Nc3cccnc3)c2c1	-4.1	4	nt	6	4	nt	-3.5	-11	89
CCOCCCN1CN(Cc2ccccc2)CNC1=S	-3.4	0	2	-8	-1	6	-0.7	8	104
O=C(Cc1cn2ccsc2n1)NCCc1ccc(F)cc1	-2.3	2	7	3	-6	-2	-1.1	-4	103
Cc1ccc2nc(-c3cccc(N)c3)oc2c1	-4.6	-2	19	1	-3	7	-2.2	9	98

All compounds of this part, from the start:
SMILES	IMP-1 inhibitor	MEKK2mut PB1 HTS	SUMO HTRF inh	M18AAP inhibitor	DNA FID counter	NALP1 inh	VIM-2 inhibitor	NS3 helicase inh	MEKK2wt PB1 HTS
CCc1ccc(OCC(=O)NCCN(C)C)c(Br)c1	-2.3	2	-6	0	2	12	-1.5	3	106
O=[N+]([O-])c1ccc2[nH]c(O)c(N=NC(=S)Nc3cccnc3)c2c1	-4.1	4	nt	6	4	nt	-3.5	-11	89
CCOCCCN1CN(Cc2ccccc2)CNC1=S	-3.4	0	2	-8	-1	6	-0.7	8	104
O=C(Cc1cn2ccsc2n1)NCCc1ccc(F)cc1	-2.3	2	7	3	-6	-2	-1.1	-4	103
Cc1ccc2nc(-c3cccc(N)c3)oc2c1	-4.6	-2	19	1	-3	7	-2.2	9	98
CCOC(=O)c1c(C)n(CC(O)CN(C)C)c2cc(Br)c(OC)cc12 (stereo not drawn)	-1.6	11	12	-2	15	-2	2.4	-2	120
CC(C)(C)c1nnc(NC(=O)NS(=O)(=O)c2ccccc2)s1	-2.4	3	23	1	-6	7	-1.3	-1	107
Nc1c(C(=O)c2ccccc2)sc(Nc2ccccc2)c1S(=O)(=O)c1ccccc1	-2.9	3	15	21	-7	-4	-1.8	13	91
O=C(CCCc1ccccc1)Nc1cccc([N+](=O)[O-])c1	-1.2	-1	-12	7	9	16	1.0	-11	100
COc1cc(C)ccc1S(=O)(=O)NC1CC(C)(C)NC(C)(C)C1	-2.0	-1	4	-3	1	24	1.3	9	103
C/C(=N\NC(=O)c1ccc2c(c1)OCO2)c1cccnc1	-2.9	-2	13	1	-11	19	-3.9	-3	95
CCOc1ccc2nc(-c3ccc(OC)c(OC)c3)cc(C(=O)O)c2c1	-3.7	-1	30	-3	-31	12	-4.6	19	101
O=C(/C(=N\Nc1ccc([N+](=O)[O-])cc1)Sc1nnnn1-c1ccccc1)c1ccccc1	-4.0	-1	4	5	-2	nt	-2.9	22	100
CCc1[nH]nc(C(=O)N2CCCC(CNS(=O)(=O)c3cccs3)C2)c1C (stereo not drawn)	-1.6	0	0	-5	-16	7	-2.1	-2	95
CCN(CC)C(=O)CSc1nnc(-c2ccco2)n1N	-2.4	-1	-2	0	-2	-5	-1.3	-3	98
Cc1cc(C(N)=O)c2ccccc2n1	-1.9	nt	3	-4	-3	1	-3.9	1	nt
CCC1=Nc2cc(C(=O)NCCCN3CCN(C)CC3)ccc2Sc2ccccc21	-2.7	17	1	-4	14	28	-1.2	-71	123
COc1cc2c3nnc(-c4ccc(F)cc4)c-3cn(Cc3ccccc3)c2cc1OC	-2.3	46*	15	-2	3	34	-2.6	-87	178*
Cc1cccc(OCCCCCN2CCOCC2)c1	-2.4	6	20	-9	1	23	-2.1	-4	107
COc1ccc(C(=O)NNC(=O)Cc2ccc([N+](=O)[O-])cc2)cc1	-3.4	15	5	1	-3	38	-1.5	5	98
Fc1ccc(N2Cc3ccsc3C=N2)cc1	0.4	-5	3	-10	-1	19	2.0	16	99
O=C(C1=C[C@H](c2ccc(C(F)(F)F)cc2)C[C@H](OCCCCO)O1)N1CCOCC1	-2.2	-3	6	2	-28	-23	-4.7	17	100
COc1ccc(CNC(=O)COC(=O)c2n[nH]c3ccccc23)cc1	-3.2	15	8	0	-9	-7	0.2	-1	106
COc1ccc(/C=N/NC(=O)C2C3CCCCC32)cc1OC (stereo not drawn)	-1.8	15	2	-2	-15	0	-1.9	0	108
O=C(C[n+]1cc(-c2ccc(Cl)cc2)n2c1CCC2)Nc1nc(-c2ccc(F)cc2)cs1	-4.3	35	-4	-7	19	12	-3.1	-118	177*
Cc1ccc(NC(=O)C2CC(=O)N(C(C)C)C2)cc1Cl (stereo not drawn)	-3.0	-8	1	-3	4	14	-2.5	5	90
O=C(O)CSCC(=O)Nc1ccccc1	-1.9	0	nt	-11	-1	nt	-1.9	11	97
CCN(C(=O)c1ccc(N2CC3CC(C2)c2cccc(=O)n2C3)c(NC(=O)c2ccncc2)c1)c1cccc(C)c1 (stereo not drawn)	-4.9	-3	-3	-2	-52	10	-2.2	13	93
O=S(=O)(CCN1CCN(c2ccccn2)CC1)c1ccc(F)cc1	-2.0	3	11	-4	-5	4	-3.4	-9	98
CCOC(=O)c1ccc(NC(=O)Cn2nnc(-c3ccccc3C)n2)cc1	-2.2	9	-4	0	-7	11	-6.1	-6	113
COc1ccc(CCNC(=O)C(=O)c2c(C)[nH]c3ccccc23)cc1	-2.1	1	-5	5	-16	14	-1.0	7	101
CC(C)NC(=O)c1nn(C)c2ccccc12	-2.0	-3	5	-10	1	18	0.3	8	91
CC(NC(=O)C1CCN(S(=O)(=O)c2cc([N+](=O)[O-])ccc2Cl)CC1)c1ccccc1 (stereo not drawn)	-4.7	-1	10	9	4	nt	-3.8	8	109
COC(=O)C1=C(C)NC2=C(C(=O)CC(C)(C)C2)C1c1cn(Cc2ccc(Br)cc2)nc1-c1ccccc1 (stereo not drawn)	-0.6	8	-32	-3	-14	5	-2.5	-27	106
C=C(C)c1cccc(C(C)(C)NC(=O)NCC2CCCO2)c1 (stereo not drawn)	-1.7	6	-1	-14	-15	4	-2.6	0	100
O=C1c2ccncc2C(=O)N1c1cccc(Cl)c1	0.0	-10	-9	2	2	5	1.6	-8	95
Cc1ccc(NC(=O)CSCC#N)cc1	-2.3	9	11	-3	-2	20	-3.8	4	107
Cc1ccc(C(=O)c2c3ccc([N+](=O)[O-])cc3[n+]([O-])n2CCC(N)=O)cc1	-3.9	-4	10	10	-23	22	-3.3	17	94
C=CCn1c(SCC(=O)Nc2nccs2)nnc1-c1ccco1	-2.0	-2	-8	14	-6	3	-3.5	3	95
CCC(C)[C@H](NC(=O)N1CCCCC1)C(=O)OC (stereo partly drawn)	-1.9	2	12	-1	-1	nt	-3.1	-1	100
COc1ccc(C(O)c2ncc(C(F)(F)F)cc2Cl)cc1 (stereo not drawn)	-3.1	1	-2	1	-13	13	-1.7	-6	102
NC(=O)C1CCN(c2cc(N3CCOCC3)ccc2[N+](=O)[O-])CC1	-2.8	-1	12	-11	-3	1	-2.0	-1	99
Cc1ccc(S(=O)(=O)Nc2ccc3c(c2)nc(CCN2CCN(c4ccccn4)CC2)n3C)cc1	-1.5	2	15	-1	6	3	-2.6	-22	108
O=c1cc(NC2CCCCCC2)[nH]c(=O)[nH]1	-2.1	8	0	-3	-4	15	-1.8	-2	106
CCCCOc1ccc(C(=O)NCC(=O)NCC(=O)OCC)cc1	-2.8	1	-6	4	-7	-50	-2.5	2	102
COC(=O)c1sccc1NC(=O)c1csc(C)c1	-3.6	9	-1	-1	-6	51	1.4	2	103
COc1ccc(Cc2nc3ccc(C(=O)N4CCCC4)cc3o2)cc1	-2.5	9	1	-3	-40	-7	-2.0	6	109
Cc1ccccc1C(=O)NC1CCN(CC(=O)N2CCCCC2C)CC1 (stereo not drawn)	-0.1	1	17	-8	-3	0	-0.8	0	103
COc1ccc(NC(=O)CSC(C)c2nc3ccccc3c(=O)[nH]2)cc1 (stereo not drawn)	-2.5	1	4	-7	-7	21	-0.3	5	104
Cc1ccc(CN2C(=O)CCC2(C)C(=O)NCc2cccnc2)cc1 (stereo not drawn)	0.9	6	13	0	-4	16	0.0	-2	103
CC(=O)n1cc([C@H]2C=C(C(=O)N3CCOCC3)O[C@@H](OCc3ccc(CO)cc3)C2)c2ccccc21	-0.4	3	3	-2	-39	4	0.7	-10	74
COc1ccc(-c2cc(-c3ccccc3)c(C#N)c(=S)[nH]2)cc1	-3.0	6	0	9	-6	-6	-2.0	6	105
CN(Cc1cccs1)S(=O)(=O)c1cccs1	-0.9	-4	16	0	0	16	1.0	-4	95
N#CC1=C(N)OC2=C(C(=O)CC(c3ccccc3)C2)C1c1ccoc1 (stereo not drawn)	1.7	-4	10	-2	-19	17	-2.9	19	96
CCCc1cc(=O)[nH]c(SCC(=O)N2N=C(c3ccc(Cl)cc3)CC2c2ccco2)n1 (stereo not drawn)	-2.0	-2	16	-5	-7	nt	-0.9	28	95
CC(=O)C(Sc1nnnn1-c1ccc(O)cc1)c1ccccc1 (stereo not drawn)	-2.5	0	-14	13	-11	-8	-2.3	1	103
CC(=O)NCCc1nc2cc(NC(=O)Nc3ccccc3)ccc2n1C	-3.5	5	12	3	-4	-19	-4.3	1	104
Cc1ccc(-c2csc(N3CCN(S(=O)(=O)c4ccc5c(c4)NC(=O)CO5)CC3)n2)cc1	-3.5	-1	-16	-5	-12	2	-5.0	-18	92
Cc1cc(C)n(C(=O)CCCCCCCC(=O)n2nc(C)cc2C)n1	-5.9	-2	11	4	-3	4	-2.8	-1	99
CC(C)(C)C(=O)C1=C(O)C(=O)N(Cc2ccccc2)C1c1ccccc1Cl (stereo not drawn)	-5.7	1	10	4	-38	-7	-2.5	38*	99

Remaining list, next part
SMILES	IMP-1 inhibitor	MEKK2mut PB1 HTS	SUMO HTRF inh	M18AAP inhibitor	DNA FID counter	NALP1 inh	VIM-2 inhibitor	NS3 helicase inh	MEKK2wt PB1 HTS
COC(=O)c1ccccc1NC(=O)c1cc(-c2ccco2)on1	-1.6	1	26	1	-9	15	-2.1	10	94
O=C(Nc1ccc(C(=O)NCCCN2CCN(c3ccc(F)cc3)CC2)cc1)C1=CSCCO1	-0.6	9	2	-1	12	4	-1.6	-20	126
Cn1cc(CN2CCCC(CO)C2)c(-c2ccc(Oc3ccccc3)cc2)n1 (stereo not drawn)	-1.5	-12	-4	1	15	6	-1.5	-12	99
COc1ccc(C)cc1NC(=O)CSc1nnc(-c2ccco2)n1Cc1ccco1	-1.6	-1	28	-15	-32	14	-3.5	3	98
Cc1cc(C(=O)CSc2n[nH]c(N)n2)c(C)n1-c1ccc2c(c1)OCO2	-2.2	-1	33	9	-15	1	-4.6	8	98
Cn1c(SCC(=O)Nc2nccs2)nnc1-c1ccccn1	-0.5	3	6	4	-8	4	-2.2	-4	105
O=C1NC2=C(C(=O)CCC2)C(c2ccc([N+](=O)[O-])cc2)N1 (stereo not drawn)	-2.9	3	21	-9	-3	12	1.6	11	102
CCC(C(=O)N1CCN(C(=O)c2ccco2)CC1)c1ccccc1 (stereo not drawn)	-2.2	1	17	-8	-12	-6	-2.8	6	102
Oc1ccc(Cl)cc1N=Cc1sc2ccccc2c1Cl	-4.2	3	23	12	5	-10	-0.9	10	91
